Screening data (PubChem)
HCV inhibitor: inhibitors of hepatitis C virus infection; Huh7.5.1 HCVcc-Cre infection, luciferase reporter, 44 h; Potency, µM (series often up to 41.8 µM), for inactives: top-dose activity change, negative = inhibition, actives largely listed as inhibitors; 340,000 tested, 3.4% active; note: potency is the fitted concentration of half-maximal effect
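Infectious HCV cell culture screen: compound-treated cells (1,000/well, pre-plated 4 h) are infected with HCVcc-Cre at roughly 0.5 moi and grown 44 h. Infection is quantified by luciferase signal after 15 min substrate incubation at room temperature.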
HCMV inh: human cytomegalovirus inhibition | AID 1259415 | 410,000 tested, 4.5% active | activity change, negative = inhibition, % at 57.5 µM | HFF cells, HCMV-luciferase reporter, 72 h; active compounds read low; in the data active = activity change below about -60%; inconclusive = no clear call, values can overlap the other calls; inactive = above about -39%
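Human foreskin fibroblasts infected with luciferase-reporter HCMV at MOI 1 PFU/cell, compounds at two doses. Luciferase measured 72 h post infection; normalized to buffer-only basal and Salinomycin (10uM) controls.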
AMA1 RON2 block: AMA1-RON2 (P. falciparum) interaction inhibition; Potency, µM (highest dose often 58.2 µM), inactives show at the top dose activity change, negative = inhibition, actives largely listed as inhibitors; AlphaScreen AMA1-biotinylated RON2 peptide binding; AID 720542; 360,000 tested, 0.2% active;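 note: potency is the fitted concentration of half-maximal effect; 0% = vehicle wells and -100% = peptide control; nearly all actives have a fitted effect of over 45% in size; some results filed as inactive show a strong effect at the top dose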
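AMA1 (3D7) with his tag at 25 nM final met compounds first, then biotinylated RON2 peptide at 25 nM; detection used donor plus acceptor beads, 10 µg/mL apiece, read by AlphaScreen after 30 min at room temperature.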
AmpC no deterg: blocks E. coli AmpC beta-lactamase in detergent-free assay; 330,000 tested, 0.52% active; Potency, µM (top dose mostly 57.1 µM), inactives show at the top dose activity change, negative = inhibition, hits mostly inhibitors; AmpC nitrocefin hydrolysis, absorbance 480 nm, 0.0001% Triton; AID 485341; P00811;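 note: potency is the fitted concentration of half-maximal effect; plate controls were no compound for no effect and no enzyme for full effect; nearly all actives have a fitted effect of over 20% in size; some results filed as inactive show a strong effect at the top dose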
Target sequence (P00811 whole entry, looked up): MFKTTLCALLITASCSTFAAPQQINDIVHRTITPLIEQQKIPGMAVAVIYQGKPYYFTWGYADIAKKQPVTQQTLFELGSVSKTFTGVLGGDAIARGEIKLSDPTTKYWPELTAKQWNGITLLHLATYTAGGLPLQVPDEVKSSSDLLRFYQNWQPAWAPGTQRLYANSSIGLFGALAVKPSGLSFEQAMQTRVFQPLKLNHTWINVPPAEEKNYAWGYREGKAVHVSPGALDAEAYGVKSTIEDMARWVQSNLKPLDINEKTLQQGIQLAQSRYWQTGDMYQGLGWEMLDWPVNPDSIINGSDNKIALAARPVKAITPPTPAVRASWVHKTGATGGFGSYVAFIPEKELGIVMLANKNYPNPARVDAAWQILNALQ
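AmpC (5.3 nM in the dispensed reagent) in 20 mM phosphate pH 7.0 with 0.01% (detergent screen) or 0.0001% Triton X-100 was preincubated with compounds for 15 min at room temperature. Nitrocefin was then added from an 800 uM solution, and hydrolysis was followed at 480 nm.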
LmPK inhibitor: inhibitors of Leishmania mexicana pyruvate kinase; Q27686; AID 1721; 290,000 tested, 0.37% active; purified LmPK, Kinase-Glo ATP luminescence, 1 h; Potency, µM (series often up to 57.5 µM), for inactives: at the highest dose activity change, negative = inhibition, hits mostly inhibitors; note: potency is the fitted concentration of half-maximal effect
Target sequence (Q27686 whole entry, looked up): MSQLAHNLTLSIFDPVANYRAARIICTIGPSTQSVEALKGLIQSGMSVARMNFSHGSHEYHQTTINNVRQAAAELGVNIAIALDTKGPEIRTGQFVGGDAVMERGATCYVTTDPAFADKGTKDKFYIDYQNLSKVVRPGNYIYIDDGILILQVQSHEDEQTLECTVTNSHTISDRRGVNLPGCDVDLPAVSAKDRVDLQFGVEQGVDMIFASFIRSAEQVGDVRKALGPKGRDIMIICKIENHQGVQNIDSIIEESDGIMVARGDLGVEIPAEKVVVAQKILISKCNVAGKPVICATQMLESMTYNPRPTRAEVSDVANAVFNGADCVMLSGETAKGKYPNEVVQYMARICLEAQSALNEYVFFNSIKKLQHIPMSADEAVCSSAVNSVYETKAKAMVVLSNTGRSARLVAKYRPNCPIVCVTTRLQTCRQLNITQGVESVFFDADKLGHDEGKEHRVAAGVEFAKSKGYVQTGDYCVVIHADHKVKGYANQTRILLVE
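Screened at intermediate enzyme activity to detect both inhibitors and activators: LmPK at 0.1 nM, with a 0.5 nM enzyme column as activation reference. PEP 0.5 mM, ADP 0.1 mM; ATP detected by luminescence after 1 h.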
Tb PYK inh: blocks Trypanosoma brucei pyruvate kinase; TbPYK enzyme, Kinase-Glo Plus ATP luminescence, 45 min; Potency, µM (highest dose often 76.8 µM), for the others: at the top dose activity, negative = inhibition, most hits filed as inhibitors; Q57TT1; 410,000 tested, 0.12% active; AID 624173; note: potency is the fitted concentration of half-maximal effect; nearly all actives have a fitted effect of over 50% in size
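TbPYK + substrate in 50 mM TEA pH 7.2, 100 mM KCl, 10 mM MgCl2, 0.05% BSA, 0.01% Tween-20; cpd pinned; ADP 130 uM final; 45 min RT; Kinase-Glo Plus 10 min; luminescence endpoint.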
AmpC inh detg: AmpC beta-lactamase inhibition with detergent present | P00811 | AmpC hydrolysis of nitrocefin, absorbance 480 nm, 0.01% Triton | Potency, µM (highest dose often 114 µM), for inactives: top-dose activity change, negative = inhibition, actives largely listed as inhibitors | 370,000 tested, 0.041% active | AID 485294;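 note: potency is the fitted concentration of half-maximal effect; 0% = no-compound wells and -100% = no-enzyme wells; nearly all actives have a fitted effect of over 25% in size; some results filed as inactive show a strong effect at the top dose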
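20 mM phosphate pH 7.0 + 0.01% (detergent screen) or 0.0001% Triton X-100; 5.3 nM AmpC reagent; cpd preinc 15 min RT; nitrocefin (800 uM stock) to start; A480 q20 s × 4 min; Activity was normalised to no-enzyme and no-compound control wells.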
* = called active by the depositor; ? = inconclusive; · = not tested or not shown; & = joins results of further samples; [ ] = remark or other dose. Unless noted, calls come from the whole dose curve; as a rule, active = well fitted curve in the direction sought with a large enough effect; inconclusive = small, poorly fitted or top-dose-only effect, or another doubt; inactive = no such curve, though single readings can be large; an effect the other way counts as inactive or inconclusive. Unless noted, % is set by controls: 0 for no effect and ±100 for the full control effect. Outcome played no part in choosing rows. About 7.5% of those tested had a hit in this group.

SMILES	HCV inhibitor	HCMV inh	AMA1 RON2 block	AmpC no deterg	LmPK inhibitor	Tb PYK inh	AmpC inh detg
O=C(Nc1ccc(Cl)cc1Cl)c1ccc2ncsc2c1	-7%	20	4%	0%	3%	-19%	5%
COc1ccncc1-c1csc(C(O)c2ccccc2)n1 (stereo unspecified)	·	-69*	2%	·	·	2%	·
COC(=O)c1cc([N+](=O)[O-])c(-n2ccnc2)c([N+](=O)[O-])c1	13%	-22	-1%	-28%	0%	-4%	?
CCN1C(=O)[C@H]2[C@@H](c3ccc(-c4ccc(OC)cc4)c(OC)c3)N[C@@](C)(C(=O)OC)[C@H]2C1=O	17%	-13	-5%	159%[activator]	·	0%	-7%
CC(C)(C)C(=O)OCc1cc(=O)n2nc(C3CCCCC3)sc2n1	·	9	·	·	·	-3%	5%
COc1ccccc1-c1sc2ccccc2c1-c1ccc(C(C)=O)cc1	?	·	4%	-3%	-1%	0%	?
CCCCCNC(=O)c1ccc2c(=O)n(CCCOCC)c(=S)[nH]c2c1	-6%	1	21%	-17%	-4%	-5%	?
CC(=O)c1cccc(CN2CCC(n3nccc3NC(=O)CCOc3ccccc3)CC2)c1	-19%	-17	-5%	34%	0%	2%	-11%
COc1cc(C2/C(=C(\O)c3ccc4c(c3)CC(C)O4)C(=O)C(=O)N2c2nnc(C)s2)cc(OC)c1OC (stereo unspecified)	1%	-33	7%	-22%	-6%	-14%	-10%
CCCCCc1ccc(S(=O)(=O)Nc2cc(C)ccn2)cc1	-2%	22	-15%	-17%	2%	-3%	-3%
CN1CCN(S(=O)(=O)c2cccc(S(=O)(=O)c3ccc(Cl)cc3)c2)CC1	-29%	-40	6%	·	5%	-9%	5%
O=S(=O)(NC1CCCCC1)c1ccc(N2CCOCC2)nc1	-1%	12	-4%	1%	6%	-5%	3%
COc1ccc(N2CCN(C(=O)c3cc4c(=O)n(Cc5cccnc5)ccc4nc3C)CC2)cc1	·	-31	·	·	·	4%	2%
O=C(Cn1c(COc2ccccc2)nc2ccccc21)Nc1cccc(Cl)c1	3%	6	-8%[2.32 µM]	-46%	0%	4%	-10%
CCCCn1c(N)c(N(CCOC)C(=O)COC(=O)CCOc2ccccc2)c(=O)[nH]c1=O	4%	-19	24%	41%	·	0%	-3%
Cc1ccccc1Nc1nc(N)nc(COC(=O)/C=C/c2ccco2)n1	-12%	-39	19%	-15%[11.4 µM]	1%	-10%	?
CC(C)Cc1nc(N2CCN(C(=O)c3ccco3)CC2)c(C#N)c2c1CCC2	?	-31	-22%	43%	5%	-3%	-2%
Cc1c(C(=O)O)oc2ccc(S(=O)(=O)N3CC(C)CC(C)C3)cc12 (stereo unspecified)	10%	9	-7%	-3%	1%	-15%	2%
CCOc1c(Br)cc(C2CC(=O)Nc3cc(OC)c(OC)cc32)cc1OC (stereo unspecified)	?	13	-28%	84%[activator]	-2%	1%	5%
COc1cc(CCC(=O)Nc2ccc(S(=O)(=O)N3CCCC3)cc2)cc(OC)c1OC	?	114	-5%	-4%	·	-9%	-11%
Clc1ccccc1Nc1ncnc2c1nc1n2CCCCC1	·	75	·	·	·	0%	13%
COCC1CCN(C(=O)c2ccc3oc(CCCc4ccccc4)nc3c2)C1 (stereo unspecified)	-25%	70	3%	168%[activator]	-3%	8%	-1%
CC1CCN(C(=O)c2ccc(S(=O)(=O)N3CCCC3)cc2)CC1	6%	-17	0%	-13%	·	-8%	?
Cc1ccccc1-c1nc2cc(Cl)ccc2c(=O)o1	-8%	?	6%	-36%	-4%	-2%	-5%
CCOc1ccc(CNC(=O)c2cnc3sc(N4CCC(C)CC4)nn3c2=O)cc1OC	·	-5	·	·	·	2%	-7%
CCCCC(Br)C(=O)Nc1ccc(S(=O)(=O)Nc2cc(C)nc(C)n2)cc1 (stereo unspecified)	4%	-12	-7%	-12%	-1%	-6%	1%
C[C@H](NC(=O)Cc1cccc2ccccc12)C(=O)N1CCOCC1	-1%	14	-6%	-10%	·	14%	·
COc1ccc(NC(=O)c2ccccc2N(Cc2ccccc2)S(C)(=O)=O)cc1	-2%	19	5%	0%	1%	0%	3%
COCCN1CCCC(CNCc2cn(C)nc2-c2ccc(Oc3ccccc3)cc2)C1 (stereo unspecified)	14µM*	?	-1%	91%[activator]	3%	0%	0%
CCCCn1c(N)c(N(CCOC)C(=O)CCC2CCCCC2)c(=O)[nH]c1=O	?	-30	-30%	85%[activator]	·	1%	6%
Cc1cc(=O)n2nc(N3CCCC(C(=O)NCc4ccccc4C)C3)sc2n1 (stereo unspecified)	-6%	-11	2%	-28%	0%	0%	-9%
CN(C(=O)C(C)(C)C)[C@H]1C[C@H]2c3[nH]c4ccccc4c3CCN2C(=O)[C@H]1CO	·	4	9%	·	·	4%	·
Cc1cc(C)c2cc(C#N)c(NCCCNC(=O)c3ccncc3)nc2c1	·	-29	1%	·	·	-9%	·
N#Cc1cc2c(=O)n3ccccc3nc2n(Cc2ccco2)c1=NC(=O)c1ccco1	11%	-24	?	-19%	3%	-5%	-9%
CC(C)(C)OC(=O)CNC(=O)c1nc[nH]c1C(=O)N1CCNCC1	17%	12	30%[activator]	-12%	·	0%	1%
CCOc1cc(C2c3c(oc4ccccc4c3=O)C(=O)N2Cc2ccccc2Cl)ccc1O (stereo unspecified)	·	-1	·	·	·	0%	6%
O=C(Nc1nccs1)C(=O)c1c[nH]c2ccccc12	1%	333	26%	-25%	0%	3%	1%
Cc1sc2nc(CN3CCOCC3)[nH]c(=S)c2c1C	8%	-13	91%[activator]	2%[11.4 µM]	-12%	?	-10%
Cc1oc(C(C)(C)C)cc1C(=O)N1CCN(c2ncccc2C(F)(F)F)CC1	-2%	-23	-7%	122%[activator]	-3%	2%	-4%
CCOc1ccc(NC(=O)CSc2nnc(C)n2C2CC2)cc1S(=O)(=O)N1CCCC1	6%	-27	4%	16%	·	-8%	0%
COc1ccc2nc(SC(C)C(=O)NC3(C#N)CCCCC3)[nH]c2c1 (stereo unspecified)	?	-17	-10%	-22%	·	1%	-6%
COCCNC(=O)C1(C)CCCN(Cc2cc(C)ccc2C)C1 (stereo unspecified)	·	-17	15%	·	·	0%	·
COc1ccc(C2C([N+](=O)[O-])=C(N)Oc3c2c(=O)oc2ccccc32)cc1 (stereo unspecified)	8%	·	·	-21%	8%	·	1%
CCN(C(=O)c1cnc(N2CCN(c3ncccn3)CC2)c2ccccc12)c1cccc(Cl)c1	?	-85*	-11%	121%[activator]	5%	0%	-1%
CC(C)NC(=O)c1ccc(COCC(F)(F)F)cc1	-5%	-4	26%	-2%	-3%	-7%	0%
COc1cc(C(=O)NC23CC4CC(CC(C4)C2)C3)cc(OC)c1OC	-8%	18	14%	-10%	0%	-19%	-24%
CCc1ccccc1NC(=O)CCC(=O)OCC(=O)c1ccc(-c2ccccc2)cc1	0%	-26	-10%	-40%	0%	3%	-12%
Cc1ccc(S(=O)(=O)N2CCN(C(=O)c3ccco3)CC2)cc1C	14%	10	4%	-1%	0%	7%	3%
O=S(=O)(N/N=C/c1ccccc1OCc1ccc(Cl)cc1)c1ccccc1	?	-83*	6%	-8%	3%	3%	-8%
O=[N+]([O-])c1cc(S(=O)(=O)Nc2ccc(Cl)cc2)ccc1N/N=C/c1ccncc1	-26%	-102*	18%	-17%	-1%	-1%	-12%
NC(Cc1ccc(O)c([N+](=O)[O-])c1)C(=O)O (stereo unspecified)	0%	-1	22%	-26%	-8%	-6%	0%
O=C(O)CC(Cc1ccccc1)C(=O)Nc1ccc([N+](=O)[O-])cc1 (stereo unspecified)	16%	-14	-7%	-17%	1%	-1%	?
O=C1CC(Sc2ncccn2)C(=O)N1c1ccccc1C(F)(F)F (stereo unspecified)	6%	-4	17%	-17%	-1%	0%	?
COc1ccccc1N1CCN(C(c2cc3ccc(C)cc3[nH]c2=O)c2nnnn2C2CCCC2)CC1 (stereo unspecified)	-6%	7	7%	16%	5%	-3%	?
CCOc1ccccc1CNC(=O)CCc1cn(C)c2ccccc12	?	5&-12	-23%	6%	1%	15%&6%	0%&-8%
CC(C)CCNC(=O)c1onc(CSc2ccccc2)c1C(=O)NCCC(C)C	1%	2	28%	·	·	5%	·
COCCOC(=O)C1=C(C)NC(=O)NC1c1cn(-c2ccccc2)nc1-c1ccccc1 (stereo unspecified)	·	-9	·	·	·	1%	-2%
Cc1noc(C)c1S(=O)(=O)NCCc1ccc(S(N)(=O)=O)cc1	-8%	13	12%	-18%	-4%	-7%	3%
COc1ccc(NC(=O)CN(C)S(=O)(=O)c2ccc3c(c2)NC(=O)CS3)cc1	6%	-6	-7%	-27%	-10%	-6%	-10%
CCSc1nnc2c(n1)OC1(CCCC1)Nc1ccccc1-2	-1%	65	-3%	-38%	11%	-10%	-17%
(further entries)
SMILES	HCV inhibitor	HCMV inh	AMA1 RON2 block	AmpC no deterg	LmPK inhibitor	Tb PYK inh	AmpC inh detg
O=C(CSC1=NC(=O)C(Cc2ccccc2)C(=O)N1)Nc1ncc(Br)cc1Br (stereo unspecified)	5%	-29	2%	-9%	9%	-9%	8%
Cc1nn(C)c(C)c1CCNC(=O)Nc1ccccc1C(F)(F)F	·	-19	·	·	·	1%	-3%
Cc1c(NC(=O)/C(=C/c2cccs2)c2cccs2)c(=O)n(-c2ccccc2)n1C	12%	-102*	3%[2.32 µM]	-24%	-4%	-15%	-3%
CCOC(=O)c1cnc(-n2nc(C)cc2C)nc1N(C)C	14%	52	46%[activator]	1%	-12%	2%	-7%
CN(C)C(CNC(=O)c1cc(S(=O)(=O)N(C)c2ccc(F)cc2)ccc1Cl)c1ccco1 (stereo unspecified)	?	?	-2%	30%	·	2%	-9%

A stretch from further up:
SMILES	HCV inhibitor	HCMV inh	AMA1 RON2 block	AmpC no deterg	LmPK inhibitor	Tb PYK inh	AmpC inh detg
O=C(Nc1ccc(Cl)cc1Cl)c1ccc2ncsc2c1	-7%	20	4%	0%	3%	-19%	5%
COc1ccncc1-c1csc(C(O)c2ccccc2)n1 (stereo unspecified)	·	-69*	2%	·	·	2%	·
COC(=O)c1cc([N+](=O)[O-])c(-n2ccnc2)c([N+](=O)[O-])c1	13%	-22	-1%	-28%	0%	-4%	?
